High-throughput results from PubChem BioAssay.
sdo1 growth – restores growth of sdo1-depleted yeast; z-score at 10 µM; 140,000 tested, 0.21% active; S. cerevisiae sdo1-depleted JHY4D growth rescue, OD600 30 h; hits give high values; pdr5 snq2 efflux-pump mutant strain;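 active = z-score above 3 at both the 24 hr and the 30 hr optical density reads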;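 also: z-score against mean and SD of all compound wells on the same plate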
INS promoter inh – TRM-6 insulin promoter activity inhibition; TRM-6 cells (human fetal islet line), insulin promoter-eGFP reporter, imaging; reporter expression induced with tamoxifen; inhibition, % at 2 µM; 130,000 tested, 0.9% active; AID 1273;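 active = inhibition above the mean plus 3 SD, with well images judged a real hit on visual review, cut at about 60% in these data, passing the limit was not always enough; inconclusive = inhibition over the cutoff but images rejected on review; inactive = inhibition not above the cutoff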
sdo1 growth Rescue 24 h – further read-out of sdo1 growth, marked with its call; z-score; S. cerevisiae sdo1-depleted JHY4D growth rescue, OD600; measured here: growth rescue at 24 h;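 0 is the plate mean of compound wells and units are plate SD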
* hit, by the source's call; i = inactive; ? = inconclusive; · = not tested or not shown; & = joins results of further samples.

SMILES | sdo1 growth | sdo1 growth Rescue 24 h | INS promoter inh
O=C(c1ccc(Cl)cc1)c1coc2ccc(O)cc12 | -1.63&-0.71 | -0.87&-0.65 | -4.9
Cc1cccc2cc(CN(Cc3ccccc3)C(=O)N(C)C)c(=O)[nH]c12 | -0.9 | -1.27 | -26.7
COc1cc(N2CCCC2)c(OC)cc1/C=C1/NC(=S)NC1=O | 0.84 | 0.68 | -153.8
O=C(Oc1ccccc1)c1cccc(COC(=O)c2cnccn2)c1 | -0.71 | -1 | ?
CCC(CC)C(=O)Nc1ccc(S(=O)(=O)Nc2nccs2)cc1 | · | · | -16.7
CC(C)OC(=O)C1=C(N)N2C(=O)CSC2=C(C(=O)OC(C)C)C1 | -0.12 | 0.43 | 0.0
COC(=O)/C=C1\S/C(=N/N=C/c2ccccc2)NC1=O | -0.16 | -0.34 | 38.7
Cc1ccccc1C(=O)Nc1ccc(N2CCOCC2)nc1 | -0.29 | -1.05 | 33.3
O=C1C2C(c3ccccc3)C=CC(c3ccccc3)C2C(=O)N1C1CCCCC1 (stereo not given) | -1.22 | 0.15 | -43.8
CC1CN(C(=O)c2ccc(Oc3ccccc3)cc2)CC(C)O1 (stereo not given) | · | · | 54.5
O=C(N/N=C/c1ccccc1)NC1CCCCC1 | -0.64 | -0.58 | 12.5
COc1ccc(C2=Nn3c(nnc3-c3ccccc3OC)SC2)cc1OC | -0.24 | -1.13 | -200.0
COc1cc(-c2nn3c(-c4cccc(C)c4)nnc3s2)cc(OC)c1OC | -0.22 | 0.66 | 6.5
Cc1cccc(CSc2cccc3cccnc23)c1 | -1.41 | -1.95 | 50.0
COC(=O)c1ccc(-n2cncn2)c(F)c1 | 0.29 | 0.02 | 39.3
O=C(Cn1cnc2ccccc2c1=O)c1ccccc1 | -0.3 | -0.99 | 47.1
Cc1ccc(N2C(=O)C(Cl)=C(N3CCOCC3)C2=O)cc1Cl | -0.2 | -1.03 | 57.9
O=C(Cn1cnc2cc(Cl)ccc2c1=O)Nc1ccc2c(c1)OCO2 | -1.24 | -1.05 | -45.5
CCOc1ccc(Cl)cc1/C=N/NC(=O)CNC(=O)c1ccccc1 | 0.71 | 0.17 | -30.3
CCN(CC)CCSc1nc2ccccc2c(=S)n1-c1ccccc1 | · | · | 26.7
O=C(O)Cn1cc(/C=C2\SC(=O)N(c3ccccc3)C2=O)c2ccccc21 | · | · | -25.0
Cc1cnc(NC(=O)c2cc3c(C)nn(Cc4ccccc4Cl)c3s2)s1 | -1.01 | -0.16 | 24.1
Cc1cc(C)nc(NS(=O)(=O)c2ccc(N)cc2)n1 | 0.79 | 0.57 | 9.5
Cc1cc(F)ccc1NCc1ccncc1 | -0.54 | -1.16 | -6.1
CC(C)C(NS(=O)(=O)c1cccc2nsnc12)C(=O)NCc1ccc2c(c1)OCO2 (stereo not given) | 0.3 | 0.11 | ·
CCCN1Cc2cccc(C(=O)N3CCN(c4ccc(F)cc4)CC3)c2C1=O | 0.78 | 0.25 | ·
CCC(C)(C)NC(=O)C(c1cccn1C)N(C(=O)Cn1nnc2ccccc21)c1ccc(OC)cc1 (stereo not given) | -0.83 | -1.22 | -150.0
O=C(Cn1cnc([N+](=O)[O-])n1)N/N=C/c1cccc2ccccc12 | 0.71 | 0.44 | ·
COC(=O)Cc1cc(=O)n2[nH]c(C)c(-c3ccccc3)c2n1 | 0.62 | -0.28 | 45.8
CCCCNC(=O)CSc1nc2cc3c(cc2c(=O)n1CCCC(=O)NCCc1ccc(OC)c(OC)c1)OCO3 | · | · | -64.3
CC(C)OCCCNC(=O)c1ccc(NC(=O)C2CCCO2)cc1 (stereo not given) | 0.52 | 0.29 | ·
Cc1nc2ccccn2c1C(=O)NC1CCCCC1 | 1.32 | 0.79 | 18.8
CCOC(=O)c1sc(NC(=O)Nc2ccccc2F)nc1C | 0.15 | 0.44 | 14.8
COc1ccc(C(C(=O)NC2CCCC2)N(C(=O)c2ccoc2C)c2cc(C)cc(C)c2)cc1 (stereo not given) | -1.17 | -1.22 | ·
CC(C)CNC(=O)Nc1ccc(F)c(Cl)c1 | · | · | 15.8
Cc1ccc(-c2sc(-c3cccnc3)nc2CC(=O)O)cc1 | · | · | -20.0
CC(C)(C)c1ccc(/C=N/NC(=O)C(=O)NCCCN2CCOCC2)cc1 | -0.09 | -0.65 | 12.0
COc1ccc(C(=O)/C=C/c2cc(OC)c(O)c(OC)c2)c(F)c1 | -1.25 | -1.29 | -20.0
CN1C/C(=C/c2cccnc2)C(=O)/C(=C/c2cccnc2)C1 | -2.14 | -1.73 | -67.7
CCOC(=O)c1c(-c2ccccc2)csc1N1C(=O)Nc2ccccc2N1O | · | · | 56.8
Cc1ccc(NC(=O)C2CCCN2C(=O)Oc2ccccc2)cc1 (stereo not given) | 1.58 | 1.82 | -15.8
COc1cc(OC)c(NC(=O)CCNC(=O)Cn2ccc3ccccc3c2=O)cc1Cl | 0.18 | -0.54 | -2.3
COc1ccccc1N1CCN(Cc2nc3ccsc3c(=O)[nH]2)CC1 | 0.79 | 0.85 | -87.1
COc1cccc(-n2c(SCC(=O)Nc3cc(C)on3)nc3ccccc3c2=O)c1 | 0.23 | 0.72 | 2.9
CCn1c(C)c(C(C)=O)c(SC)nc1=S | 0.91 | 0.87 | 33.3
O=C(NCC(c1cccnc1)N1CCOCC1)c1cccs1 (stereo not given) | 0.36 | 0.53 | -220.0
O=C(OC(C(=O)NC1CCCC1)c1ccncc1)C1=Cc2ccccc2OC1 (stereo not given) | -0.16 | -0.67 | -2.7
C[N+](C)(C)CCCC(=O)c1ccc2c(c1)OCO2 | 0.62 | 0.24 | -5.3
Cn1nc(CC(=O)Nc2ccc3c(c2)CCC3)c2ccccc2c1=O | 1.6 | 2.28 | -30.3
CC(OC(=O)c1ccc(S(=O)(=O)NCc2ccco2)cc1)C(=O)Nc1ccc(Cl)cn1 (stereo not given) | -0.08 | 1 | -29.4
CSc1nnc(NC(=O)C2CCCCC2)s1 | 0.54 | 1.2 | ?
CC(=O)Nc1cc2nn(-c3ccccc3)nc2cc1Cl | -1.64 | -0.79 | -12.0
O=S1CCCSC1c1cccnc1 (stereo not given) | 1.84 | 0.09 | 14.7
O=C(CSc1nnc(CNC(=O)C23CC4CC(CC(C4)C2)C3)n1-c1ccc(F)cc1)Nc1ccccc1 | -0.36 | -0.13 | ·
Cc1ccc(S(=O)(=O)N/N=C/c2c(C)nn(-c3ccccc3)c2C)cc1 | -1.4 | -1.63 | 32.4
CCOc1cc(C=O)ccc1OS(=O)(=O)c1ccc(NC(C)=O)cc1 | -0.13 | -0.65 | 28.1
Nc1cccn2c(-c3ccc(Cl)cc3)cnc12 | · | · | -133.3
Cc1ccc(NC2(c3nnnn3-c3c(C)cccc3C)CCCCC2)cc1 | -0.25 | -0.31 | -11.1
COc1ccc(OC)c(CNC(=O)C2CCCN(c3nc4ccccc4o3)C2)c1 (stereo not given) | 0 | 0.02 | ·
COc1ccc(C(=O)NCC(=O)Nc2ccc(F)cc2)cc1OC | -0.39 | -0.72 | -6.7
New compounds follow.
SMILES | sdo1 growth | sdo1 growth Rescue 24 h | INS promoter inh
Cc1cc(Cl)c(S(=O)(=O)NC2CCCC2)cc1OCC(=O)NC1CCCCC1 | -0.51 | -0.59 | -17.1
COCCn1c(N)c(N(Cc2ccccc2)C(=O)c2oc3ccccc3c2C)c(=O)[nH]c1=O | · | · | -28.6
CS(=O)(=O)N1CCC(C(=O)Nc2c(F)cccc2F)CC1 | 0.15 | -0.4 | -33.3
O=C(COC(=O)c1cc(S(=O)(=O)N2CCOCC2)ccc1F)c1ccc[nH]1 | -0.3 | -0.25 | 2.0
CN(C(=O)c1cc2ccccc2oc1=O)C1(C)CCS(=O)(=O)C1 (stereo not given) | · | · | 33.3
COc1ccc(OC)c(NC(=S)NN2CCOCC2)c1 | 1.12 | 0.2 | -21.7
NC(=O)CSc1nnc(-c2cc(-c3cccs3)nc3ccccc23)o1 | -0.06 | -0.18 | -5.4
NC(=O)CC[C@@H]1NC(=O)[C@H](CO)NC(=O)c2cc([N+](=O)[O-])cc(I)c2NCCC[C@@H](C(N)=O)NC(=O)[C@H](Cc2ccc(O)cc2)NC1=O | 0 | 1.32 | 20.0
COc1ccc(-c2cc3ccccc3n2CC(O)CNC(CO)(CO)CO)cc1 (stereo not given) | -0.51 | -1.16 | -58.6
Cc1cccc(C)c1NC(=O)CCCCCNS(=O)(=O)c1ccccc1 | · | · | -88.9
CCc1ccccc1N=C1S/C(=C/c2ccccc2OCC(=O)N2CCOCC2)C(=O)N1C | 0.33 | 0.72 | -14.8
O=c1c(Cc2ccc(Cl)cc2)c(O)ccn1Cc1cccc(Cl)c1 | -1.67 | -0.95 | 40.0
CCOC(=O)c1c(NC(=O)CSc2nc3ccccc3s2)sc(C)c1C | -0.09 | -0.97 | -50.0
O=C(Cn1c(=O)[nH]n(-c2ccccc2)c1=O)N1CCCc2ccccc21 | 0.86 | 0.97 | 18.9
O=C(COC(=O)CCC(=O)c1ccc(F)cc1)Nc1ccc(F)cc1F | · | · | 28.6

A portion taken from the entries so far, for reference:
SMILES | sdo1 growth | sdo1 growth Rescue 24 h | INS promoter inh
O=C(c1ccc(Cl)cc1)c1coc2ccc(O)cc12 | -1.63&-0.71 | -0.87&-0.65 | -4.9
Cc1cccc2cc(CN(Cc3ccccc3)C(=O)N(C)C)c(=O)[nH]c12 | -0.9 | -1.27 | -26.7
COc1cc(N2CCCC2)c(OC)cc1/C=C1/NC(=S)NC1=O | 0.84 | 0.68 | -153.8
O=C(Oc1ccccc1)c1cccc(COC(=O)c2cnccn2)c1 | -0.71 | -1 | ?
CCC(CC)C(=O)Nc1ccc(S(=O)(=O)Nc2nccs2)cc1 | · | · | -16.7
CC(C)OC(=O)C1=C(N)N2C(=O)CSC2=C(C(=O)OC(C)C)C1 | -0.12 | 0.43 | 0.0
COC(=O)/C=C1\S/C(=N/N=C/c2ccccc2)NC1=O | -0.16 | -0.34 | 38.7
Cc1ccccc1C(=O)Nc1ccc(N2CCOCC2)nc1 | -0.29 | -1.05 | 33.3
O=C1C2C(c3ccccc3)C=CC(c3ccccc3)C2C(=O)N1C1CCCCC1 (stereo not given) | -1.22 | 0.15 | -43.8
CC1CN(C(=O)c2ccc(Oc3ccccc3)cc2)CC(C)O1 (stereo not given) | · | · | 54.5
O=C(N/N=C/c1ccccc1)NC1CCCCC1 | -0.64 | -0.58 | 12.5
COc1ccc(C2=Nn3c(nnc3-c3ccccc3OC)SC2)cc1OC | -0.24 | -1.13 | -200.0
COc1cc(-c2nn3c(-c4cccc(C)c4)nnc3s2)cc(OC)c1OC | -0.22 | 0.66 | 6.5

Carrying on.
SMILES | sdo1 growth | sdo1 growth Rescue 24 h | INS promoter inh
O=C(NC(c1ccccc1)c1ccccc1)C1(c2cccs2)CCOCC1 | -1.61 | -1.47 | -42.9
CCOC(=O)CCNC(=O)c1ccccc1Br | -1.13 | -1.01 | -5.3
Cc1ccc(C2(CCN)CCOC(C(C)C)C2)cc1 (stereo not given) | 0.18 | -1.03 | ·
O=[N+]([O-])c1ccc(/C=C/c2ccc3cccc([N+](=O)[O-])c3n2)cc1 | -1.05 | -0.14 | -11.1
CCOC(=O)C(NS(=O)(=O)c1ccccc1)(C(F)(F)F)P(=O)(OC(C)C)OC(C)C (stereo not given) | -0.27 | -0.46 | 1.4
CCN(CC)C1=CC2=CC(=C(C#N)C#N)CCC2CC1 (stereo not given) | -1.14 | 0.22 | i
COc1ccc(CCC(C)Nc2ccc(F)c(F)c2)cc1 (stereo not given) | -0.89 | -0.52 | ·
Cc1ccccc1-c1noc(-c2ccccc2C(=O)N2CCCC2)n1 | -0.22 | 0.49 | -16.7
CCOc1ccc(C(c2c(NC(=O)c3ccccc3)sc(C)c2C)N2CCN(CCO)CC2)cc1 (stereo not given) | 0.18 | 0.28 | 12.0
Cc1ccc(C(=O)CC(C(=O)O)n2cnc([N+](=O)[O-])n2)cc1 (stereo not given) | · | · | 20.0
O=C1N(c2ccccc2)C(c2ccc(Cl)cc2)N2CCCN12 (stereo not given) | 1.15 | 1.03 | ·
O=C(Nc1scc(-c2ccc(F)cc2)c1C(=O)O)c1ccco1 | 0.98 | 0.64 | -13.3
CCOC(=O)/C(O)=C/c1ncc(C(F)(F)F)cc1Cl | 0.16 | -0.44 | 29.0
C=CCn1c(-c2ccc(Cl)cc2)ccc(C#N)c1=O | 1.08 | 1.92 | -20.0
COCCn1c(C)cc(C2=NNC(=Nc3ccccc3F)SC2)c1C | -0.44 | -0.74 | 0.0
O=C(O)C1CCCN1C(=O)c1cncc(Br)c1 (stereo not given) | 1.08 | 0.76 | -9.1
Cc1cc2ncc(-c3ncc(C(F)(F)F)cc3Cl)cn2n1 | 1.24 | 2.34 | 18.8
COc1ccc(NC(=O)c2cccnc2)c(OC)c1 | -0.11 | -0.34 | -14.3
Cc1ccccc1NC(=O)c1ocnc1C | -0.47 | -1.03 | ·
CNc1nc(N)nc(-c2cc(Cl)ccc2OC)n1 | · | · | -22.2
Cc1cc(C)c(NC(=O)Nc2ccccc2)c(Cl)c1 | -0.69 | -0.8 | 0.0
CCN(Cc1ccncc1)Cc1c(O)ccc2cc(Br)ccc12 | · | · | -13.3
CCOC(=O)c1c(CN(C)C)n(C)c2ccc(OC(C)=O)cc12 | 0.56 | 0.45 | ·
S=c1[nH]nc(-c2ccco2)n1/N=C/c1ccc(Br)s1 | -1.32 | -1.76 | 15.4
O=C(Cc1cccs1)NNC(=S)NC(=O)c1ccco1 | · | · | 0.0
CN(C)S(=O)(=O)c1ccc(N2CCCC2)c(C(=O)Nc2nc(-c3cc(F)ccc3F)cs2)c1 | -0.34 | -0.61 | 45.5
Cc1ccsc1C(=O)NC(C)c1ccc2c(c1)OCO2 (stereo not given) | 0.18 | -0.38 | -30.0

This is a subset; the hit share may differ from the screen's.
